High-throughput results (PubChem)
NR1D1 modulator: Rev-erb alpha (human) modulation; P20393; Rev-erbα–FITC-DNA binding, fluorescence polarization, 90 min; activity, % at 10 µM; 370,000 compounds, 0.79% hits;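 active = activity above about 14%, limit read from the data; passing the limit was not always enough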;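 note: 0% = DMSO wells with 35 nM protein and 100% = DMSO wells with 750 nM protein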
GAA850 FXN act: frataxin GAA850 promoter activation. HEK293 lucGAA850 FXN promoter luciferase reporter, 24 h; percent of 10 µM SAHA response. activation, % at 6 µM. 360,000 compounds, 0.56% hits;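 active = activation above the average of all compounds screened plus 3 SD, cutoff fixed separately per campaign, cut at about 7.5% in these data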;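 note: 0% = DMSO wells and 100% = 10 µM SAHA wells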
hgDAF-12 ag: agonists of H. glycines DAF-12 nuclear receptor; AID 687014; activation, % at 6.8 µM; 370,000 compounds, 1.8% hits; HEK293 GAL4-hgDAF12 UAS-luciferase reporter, agonist luminescence; normalized to butyrate control;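 active = activation above a cutoff set at the mean of all screened compounds plus 3 SD, cut at about 10% in these data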;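 note: 0% = DMSO wells and 100% = sodium butyrate wells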
ssDAF-12 act: S. stercoralis DAF-12 activation, primary screen | 370,000 compounds, 1% hits | activation, % at 6.8 µM | AID 652126 | HEK293 ssDAF-12/GRIP1 lit1-tk-luc reporter, luminescence; % of 3 µM dafachronic acid response;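 active = activation above the mean over all tested compounds plus 3 SD, cut at about 0.9% in these data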;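 note: 0% = DMSO-only wells and 100% = 3 µM delta7-dafachronic acid wells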
DAX1 inh-1: NR0B1 (DAX1) inhibition; P51843; HEK293 Gal4-DAX1 luciferase reporter, luminescence; inhibition, % at 6.75 µM; 340,000 compounds, 0.99% hits; AID 504766;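 active = inhibition above the mean over all tested compounds plus 3 SD, cut at about 4.2% in these data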;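 note: 0% = DAX1-transfected cells with DMSO and 100% = empty-vector control cells with DMSO; inhibition shows as a rise in luminescence from relieved DAX1 repression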
DAX1 inh-2: blocks DAX1 repression of SF-1 activated StAR promoter. inhibition, % at 6.8 µM. 370,000 compounds, 1.1% hits. AID 652010. HEK293T StAR-luciferase reporter, SF-1/DAX-1 repression relief;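 active = inhibition above the mean over all tested compounds plus 3 SD, cut at about 3.6% in these data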;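 note: 0% = DAX-1 cells with DMSO and 100% = cells lacking DAX-1 with DMSO; higher inhibition means more luminescence from relief of DAX-1 repression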
HGIII-sPLA2 inh: Inhibits HGIII-sPLA2 liposome hydrolysis, primary screen. inhibition, % at 12.2 µM. QFRET BODIPY PC-A2 liposome hydrolysis, fluorescence. Q9NZ20. 370,000 compounds, 0.56% hits;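 active = inhibition above mean plus 3 SD of compounds lying within the high and low control bounds, cut at about 19% in these data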;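 note: 0% = median of test compound wells and 100% = no enzyme DMSO wells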
PG9 binder: small molecules binding HIV-1 gp120 antibody PG9; inhibition, % at 6.7 µM; 360,000 compounds, 0.43% hits; AID 624416; TR-FRET gp120-PG9 antibody binding; in the data active = inhibition above about 8.5%
PLC-beta3 inh: PLC-beta3 (human) inhibition, primary screen | Purified PLC-beta3, fluorogenic substrate, fluorescence | inhibition, % at 12.2 µM | 370,000 compounds, 0.18% hits; in the data active = inhibition above about 11%;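 note: 0% = median of compound wells on plate and 100% = full blocker control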
SMARCA2 activ: SMARCA2 function activation, primary screen | MG213 cells, MMTV-luciferase reporter, dexamethasone, overnight | activation, % at 9.1 µM | 370,000 compounds, 1% hits | AID 652017; in the data active = activation above about 7.8%;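 note: 0% = vehicle wells and 100% = reference activator wells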
hcDAF-12 act: activators of H. contortus DAF-12 nuclear receptor. AID 652067. activation, % at 6.8 µM. 370,000 compounds, 1.4% hits. HEK293 hcDAF-12 lit1-tk-luc reporter, luminescence; 0% DMSO, 100% Δ7-dafachronic acid;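 active = activation above the mean of all tested compounds plus 3 SD, cut at about 5.5% in these data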;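 note: 100% = response to 3 µM Δ7-dafachronic acid high control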
The depositor's hits bear a star; i = inactive; · = no result given.

Order of values – NR1D1 modulator	GAA850 FXN act	hgDAF-12 ag	ssDAF-12 act	DAX1 inh-1	DAX1 inh-2	HGIII-sPLA2 inh	PG9 binder	PLC-beta3 inh	SMARCA2 activ	hcDAF-12 act
COc1ccccc1NS(=O)(=O)c1ccc(C)c(NC(=O)NCCCl)c1
→ 4.3	1.5	-5.1	-0.4	4.4*	-0.7	-0.1	1.4	0.3	-1.3	-0.4
O=C(Nc1ccc(F)c(Cl)c1)Nc1cnccn1
→ -0.9	0.5	-3.0	-1.7	-0.5	-0.5	1.3	1.3	-1.8	-1.0	-0.9
Cc1cccc(C)c1NC(=O)COC(=O)c1c2c(nc3ccccc13)/C(=C\c1ccc3c(c1)OCO3)CCC2
→ 3.7	-4.1	-3.2	-1.7	0.9	-1.3	-275.5	1.4	i	1.2	-3.6
CCc1ccc(-c2cc3c(=O)n(CC(=O)N4CCCC4)nc(C)n3n2)cc1
→ 49.4*	3.4	1.9	-0.4	0.2	0.2	0.2	-0.8	0.2	-2.7	3.1
Cc1onc(-c2ccccc2Cl)c1C(=O)NC(=S)NCC(=O)c1ccccc1
→ 15.0	4.0	1.8	-0.8	-0.2	-0.4	3.1	2.8	-1.2	-5.5	0.2
CCCCCCCNC(=O)COc1ccc2c(c1)C(=O)CC(C)(C)O2
→ -3.0	-0.4	1.1	-1.9	1.3	-0.8	4.9	-2.3	i	-4.2	-1.6
COc1ccccc1CC(=O)NCC(c1ccco1)N1CCCCC1 (centres undefined)
→ -4.3	1.3	2.8	-2.2	4.6*	0.9	-5.8	-1.0	-6.4	-3.3	-2.2
COc1cccc(CNC(=O)C2CCC(=O)N(CCc3cccc(F)c3)C2)c1 (centres undefined)
→ -9.0	-0.1	-2.0	-1.5	0.2	-0.2	-0.1	0.1	-4.5	2.2	-1.6
CCCCc1c(-c2ccccc2OC)ncn1Cc1ccc(Br)cc1
→ -3.7	·	-2.6	-0.8	·	-0.5	-9.7	-1.1	-2.0	-1.5	-1.8
CCC(C)N(C(=O)CSc1nc(C)nc2ccccc12)C1CCS(=O)(=O)C1 (centres undefined)
→ -8.0	-2.1	1.9	0.3	-0.6	1.6	5.0	1.2	-4.9	-1.5	-0.1
COc1cc(C(=O)OC2CCOC2=O)c([N+](=O)[O-])cc1OC (centres undefined)
→ -4.3	-0.4	0.1	-1.1	-0.8	-0.1	0.3	-0.8	2.4	-0.4	-0.9
O=C(NNC(=O)c1ccc(S(=O)(=O)N2CCOCC2)cc1)c1ccccc1
→ 4.7	-0.2	2.3	-0.8	-0.2	0.1	3.1	-0.4	-3.5	3.2	-2.4
COc1ccc2c(c1)C(=O)N(Cc1ccccc1)C(=O)C2(C)C
→ -6.6	4.7	0.1	-0.9	0.3	0.0	-0.4	-0.9	-22.6	-0.9	-3.0
CC(=O)Nc1ccc(C(=O)OCC(=O)/C(C#N)=C(\C)N)cc1
→ 2.4	0.2	-2.0	-1.6	2.4	0.5	-1.3	-0.6	0.2	-0.7	0.1
CCC(=O)c1cn(CC(=O)Nc2c(C)cccc2C)c2ccccc12
→ -2.8	-1.9	0.5	-1.6	-1.1	0.4	6.4	3.8	-5.8	-1.1	-4.0
CC(C)c1ccc(NC2CCCN(C(=O)c3ccc(N4CCOCC4)cc3)C2)cc1 (centres undefined)
→ -2.1	-0.3	-2.2	-1.4	-1.3	-3.4	2.2	-2.6	-7.0	-0.7	-2.6
O=c1c2ccccc2nc2ccc(NCc3ccco3)nn12
→ -30.5	5.3	9.2	-0.1	5.2*	3.3	-4.3	-0.6	-242.6	4.9	2.6
CC(Sc1nnnn1C1CCCCC1)C(=O)O (centres undefined)
→ 1.6	0.8	-0.2	-0.9	-0.5	0.1	4.5	-0.3	-3.3	-0.4	-0.7
CCCCCN1CC(O)=C(c2nc3ccccc3[nH]2)C1=N
→ -4.3	4.8	5.5	-0.8	-0.1	3.2	2.4	-0.8	4.8	-2.5	0.0
O=C(O)c1ccc(CS(=O)(=O)c2cccc(C(F)(F)F)c2)o1
→ -2.5	0.1	-0.9	-0.7	4.5*	0.4	3.9	-2.1	8.1	-4.2	-0.7
O=C1c2ccccc2C(=O)N1CCc1nc2ccccc2c(=O)n1-c1ccccn1
→ -5.3	0.2	-0.4	-0.9	-0.7	-0.3	-2.1	-0.3	-5.0	-0.3	-0.2
COCCNC(=O)C1(C)CCCN(Cc2cc3ccccc3o2)C1 (centres undefined)
→ 2.9	-0.6	0.4	-1.0	·	-0.1	1.9	-1.1	2.7	3.7	-1.1
CCN1C(=O)c2cccc3c(S(=O)(=O)NCc4cccnc4)ccc1c23
→ -5.4	0.1	0.4	-0.8	1.4	-1.1	-1.6	1.7	i	0.9	-0.5
CC(C)CCNC(=O)C(=O)Nc1ccc2c(c1)N(S(=O)(=O)c1cccs1)CCC2
→ -2.7	-0.5	-2.0	0.0	-1.4	-3.2	-6.8	0.7	-8.5	-1.1	-0.4
CCCn1ncc([C@@H]2C[C@H]3CN(Cc4cccc(Cl)c4)C(=O)[C@]34CCCN24)c1C
→ -4.2	0.3	3.5	-0.9	0.3	-0.1	2.0	-2.3	1.8	-1.6	-0.1
O=C(CN(Cc1ccc(F)cc1)C(=O)CNS(=O)(=O)c1ccccc1)NCc1ccco1
→ -3.0	0.0	-0.6	-1.0	-2.4	0.0	-2.3	0.2	-3.1	-2.6	-1.3
COc1ccccc1CNC(=S)NC1CCCC1
→ 2.2	-0.2	-1.5	-1.7	0.3	-0.6	1.2	-2.2	2.6	3.1	-0.2
O=C(CSc1n[nH]c(-c2ccccc2F)n1)NCC(=O)Nc1ccc(F)c(F)c1F
→ -4.0	0.3	0.8	-0.8	-0.7	0.1	-6.1	-0.8	-5.8	-1.3	3.3
COc1ccccc1NC(=O)Nc1cccc(C(=O)O)c1
→ -4.7	0.6	2.2	-1.1	-0.6	0.2	-3.2	-2.1	0.9	4.3	-0.3
O=C(/C=C/c1ccccc1)Nc1cccc(C(=O)N2CCCCC2)c1
→ -0.3	0.6	6.4	-1.5	0.5	1.9	-4.9	-2.7	-0.1	0.6	0.0
Cc1ccc(-n2c(SCC(=O)N/N=C/c3c(C)nn(-c4ccccc4)c3C)nc3ccccc3c2=O)cc1
→ -1.1	1.8	0.5	-0.3	0.2	0.3	-2.0	-1.8	5.6	-4.4	-1.9
CN(C)CCCNC(=O)CC1C[C@H](C(=O)N2CCCCC2)[C@@]2(CCc3ccccc3)c3[nH]c4ccccc4c3CCN2C1=O (some centres undefined)
→ 0.7	-2.2	0.8	-1.0	-0.1	3.9*	-5.6	-0.7	0.5	1.6	1.4
Cn1nc(-c2ccccc2)c2cc(C(=O)O)sc21
→ -11.3	0.2	0.9	-1.2	0.7	-0.4	-5.1	-1.5	-15.8	-1.3	-1.1
COc1cc(/C=N/NC(=O)COc2ccc(Cl)cc2)ccc1OS(=O)(=O)c1ccc(C)cc1
→ 14.7	0.1	-2.8	-1.2	-1.1	-0.5	-4.8	-0.5	5.5	-2.2	-2.6
O=C(c1ccco1)N1CCN(C(c2ccccc2Cl)c2nnnn2CC2CCCO2)CC1 (centres undefined)
→ -1.5	0.0	-0.6	-0.8	0.2	-0.8	0.7	-2.1	4.7	2.4	-1.6
Cc1ccc(-n2ncc3c2CC(C)(C)CC3NC(=O)CCc2cccnc2)cc1 (centres undefined)
→ -1.1	0.6	0.7	-1.6	1.0	-0.9	1.0	-0.4	-3.6	0.0	-1.4
CN(C)CCNc1nc(-c2ccccc2CO)c2sccc2n1
→ 5.2	0.7	-0.1	-1.9	·	-0.3	-3.0	-0.7	-47.1	-1.3	2.3
Cc1ccc(/C=C/C(=O)NCCc2ccccc2)o1
→ -1.7	4.6	4.4	-0.2	-0.2	1.4	-5.1	-1.3	-8.8	2.3	0.7
CCc1ccc2c(CN3CCc4cc(OC)c(OC)cc4C3)cc(=O)oc2c1
→ 6.4	0.4	-2.0	-0.4	2.7	-0.7	-50.4	-0.8	-439.1	2.0	1.6
Cc1ccc(-n2c(C)nc3ccsc3c2=O)cc1
→ 1.6	1.5	1.2	-1.3	1.3	-0.1	13.7	0.5	-0.4	1.7	0.3
CCCC[C@H]1C2CC(OC(=O)Nc3ccccc3OC)C(C2)[C@H]2CCCCN21 (some centres undefined)
→ -5.1	·	0.4	-0.5	·	0.7	5.4	·	-2.5	-1.8	0.4
Cc1cc(OCC(=O)Nc2ccc(F)c(F)c2)nc(C(C)C)n1
→ 8.0	-0.2	1.0	-1.2	-0.3	-1.4	4.9	-0.2	2.0	-2.6	-0.7
O=C(O)/C=C/C(=O)NCCCc1ccccc1
→ -0.1	0.4	-0.9	-1.6	0.7	0.0	3.4	-2.9	-2.9	3.1	-0.7
CCNC(=S)Nc1ccc(S(=O)(=O)Nc2cc(C)nc(C)n2)cc1
→ 1.1	-0.2	0.5	-1.7	0.5	-0.7	2.2	-1.5	-1.0	-5.4	0.7
CN(C(=O)c1cccc(NC(=O)Cc2ccc(NC(=O)C3CCN(C(=O)c4ccccc4)CC3)cc2)c1)C1CCCC1
→ -4.9	0.6	3.7	-0.6	-0.8	0.4	-22.8	-0.7	2.8	-5.7	-0.1
Cc1cc(C)c(-n2nnnc2SCC(=O)c2cccs2)c(C)c1
→ 7.9	3.4	-1.5	-1.4	-0.8	0.1	-62.7	-0.6	-8.3	-4.5	2.1
COc1ccc2cc3c(N)nn(C(=O)Cc4c[nH]c5ccccc45)c3nc2c1
→ 9.6	-9.8	13.9*	-2.5	-1.2	-0.5	-77.0	-1.2	-71.6	-7.8	-3.4
COC(=O)[C@@]12CCCCC3=C1N(CCC3)C(=O)[C@H]2CC(=O)NCCC(C)C
→ -10.3	·	-0.9	-1.0	·	-0.7	4.1	·	2.9	-2.6	-2.2
